# Screening data: PubChem BioAssay, Broad Institute
# STK33 kin inh = STK33 kinase inhibitors, primary screen, biochemical, luminescence, ADP-Glo, MBP substrate. Serine/threonine-protein kinase 33 (Homo sapiens), Q9BYT3. inhibition, % at 12.5 µM. 0.44% of 27,000 active. AID 2322, 2010; in the data active = inhibition above about 20%; inconclusive = no clear call, values can overlap the other calls
# Target sequence (Q9BYT3 whole entry, looked up): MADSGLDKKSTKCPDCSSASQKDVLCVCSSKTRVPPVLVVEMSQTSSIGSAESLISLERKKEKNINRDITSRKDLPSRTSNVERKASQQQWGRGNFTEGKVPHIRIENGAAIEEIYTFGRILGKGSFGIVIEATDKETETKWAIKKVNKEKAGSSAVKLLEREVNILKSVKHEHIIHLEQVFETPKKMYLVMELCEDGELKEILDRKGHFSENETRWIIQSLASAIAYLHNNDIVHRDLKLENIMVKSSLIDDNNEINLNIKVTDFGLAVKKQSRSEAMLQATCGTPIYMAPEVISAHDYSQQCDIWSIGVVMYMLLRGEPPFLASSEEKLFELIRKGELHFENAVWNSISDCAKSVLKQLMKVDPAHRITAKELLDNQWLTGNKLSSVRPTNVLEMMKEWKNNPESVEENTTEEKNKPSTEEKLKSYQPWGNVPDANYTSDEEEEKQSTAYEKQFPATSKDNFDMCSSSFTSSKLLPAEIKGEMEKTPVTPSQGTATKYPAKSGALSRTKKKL
# p53 PUMA act = mutant p53 pathway re-activators, primary screen, cell-based, SW480, luciferase, single point, HTS; SW480 PUMA-promoter luciferase, p53 mutant reactivation; AID 624151, 2012; 1.5% of 28,000 active; activation, % at 9.98 µM; in the data active = activation above about 52%; inconclusive = no clear call, values can overlap the other calls
# * hit, by the source's call; ? = inconclusive; / = no result given.
Compound,STK33 kin inh,p53 PUMA act
CC(O)CCCc1cc(O)cc(O[C@@H]2O[C@H](CO)[C@@H](O)[C@H](O)[C@H]2O)c1 (some centres not stated),-12,-5
C[C@H]1CN([C@@H](C)CO)C(=O)Cc2cc(NC(=O)Cc3cn(C)c4ccccc34)ccc2O[C@@H]1CN(C)C(=O)Nc1ccccc1,1,-4
C[C@H]1CN([C@@H](C)CO)C(=O)CCCn2cc(nn2)CO[C@@H]1CN(C)S(=O)(=O)c1ccc(F)cc1,3,/
C[C@H]1CN([C@@H](C)CO)C(=O)CCCn2nncc2CO[C@H]1CN(C)Cc1ccc(C(=O)O)cc1,-1,/
C[C@@H]1CN([C@@H](C)CO)C(=O)Cc2cc(NC(=O)CCCCCC(=O)Nc3ccccc3N)ccc2O[C@H]1CN(C)C(=O)Nc1ccc2c(c1)OCO2,/,2
C[C@H]1CN([C@@H](C)CO)C(=O)c2cccc(NC(=O)Nc3cccc4ccccc34)c2O[C@H]1CN(C)Cc1ccc(C(=O)O)cc1,/,-2
CNC[C@@H]1Oc2c(NC(=O)c3cnccn3)cccc2C(=O)N([C@H](C)CO)C[C@H]1C,/,-1
O=C(CS(=O)c1ccccc1[N+](=O)[O-])Oc1ccc(Cl)cc1Cl (configuration not stated),3,3

# One compound at a time, from the list above. Order of values: STK33 kin inh	p53 PUMA act
# Profile of C[C@H]1CN([C@@H](C)CO)C(=O)c2cccc(NC(=O)Nc3cccc4ccccc34)c2O[C@H]1CN(C)Cc1ccc(C(=O)O)cc1 : /	-2
# Profile of CNC[C@@H]1Oc2c(NC(=O)c3cnccn3)cccc2C(=O)N([C@H](C)CO)C[C@H]1C : /	-1

# Remaining list, next part.
Compound,STK33 kin inh,p53 PUMA act
O=C(CSc1nc(O)cc(=O)[nH]1)Nc1ccccc1,-2,7
COc1ccc(-c2coc3cc(O[C@@H]4O[C@H](CO)[C@@H](O)[C@H](O)[C@H]4O)cc(O)c3c2=O)cc1,-1,5
COc1cc(C)c(C(=O)Oc2cc(C)c(C(=O)Oc3cc(C)c(C(=O)NC(C)C(=O)O)c(O)c3)c(O[C@@H]3O[C@H](CO)[C@@H](O)[C@H](O)[C@H]3OC(C)=O)c2)c(OC)c1 (some centres not stated),-12,14
Cc1noc(C)c1NC(=O)N(C)C[C@@H]1Oc2ccc(NC(=O)Nc3ccc4c(c3)OCO4)cc2CC(=O)N([C@@H](C)CO)C[C@H]1C,/,7
C[C@@H]1O[C@@H](O[C@H]2[C@H](OC(=O)[C@]34CCC(C)(C)C[C@H]3C3=CCC5[C@@]6(C)C[C@H](O)[C@H](O[C@@H]7O[C@H](C(=O)O)[C@@H](O)[C@H](O)[C@H]7O)[C@@](C)(CO)C6[C@H](O)C[C@@]5(C)[C@]3(C)C[C@H]4O)O[C@@H](CO)[C@@H]2O)[C@H](O)[C@H](O)[C@H]1O[C@@H]1OC[C@@H](O)[C@H](O[C@H]2OC[C@](O)(CO)[C@H]2O)[C@H]1O (some centres not stated),-4,11
C[C@H]1CN([C@@H](C)CO)C(=O)CCCn2cc(nn2)CO[C@@H]1CN(C)C(=O)c1ccc2ccn(C)c2c1,1,3
COc1ccc(N(CC(=O)Nc2ccc(I)cc2)S(C)(=O)=O)c(OC)c1,1,1
C[C@H]1CN([C@@H](C)CO)C(=O)CCCn2cc(nn2)CO[C@@H]1CN(C)S(=O)(=O)c1ccccc1C#N,-2,/
Cc1noc(C)c1NC(=O)N(C)C[C@@H]1Oc2c(NC(=O)NC3CCCCC3)cccc2C(=O)N([C@H](C)CO)C[C@@H]1C,/,7
C[C@@H]1CN([C@H](C)CO)C(=O)Cc2cc(NC(=O)Cn3cnnn3)ccc2O[C@H]1CN(C)Cc1ccccc1,2,/
C[C@@H]1CN([C@@H](C)CO)C(=O)CCCn2nncc2CO[C@@H]1CN(C)C(=O)CCC(F)(F)F,8,/
Cc1ccc(-c2nc3cc(NC(=O)COc4ccccc4[N+](=O)[O-])ccc3o2)cc1,0,25
O=C(O)CC(C(=O)Nc1ccc(Cl)cc1)N1CCCCC1 (configuration not stated),-1,6
CC(C)(C)c1ccc(-c2nnc(SCC(=O)Nc3ccccc3)n2-c2ccccc2)cc1,4,-28
CS(=O)(=O)N1CCN(c2ccccc2NC(=O)c2ccco2)CC1,4,1
C[C@@H]1CCCCO[C@@H](CN(C)Cc2ccncc2)[C@@H](C)CN([C@H](C)CO)C(=O)c2cc(NC(=O)Cc3ccccc3)ccc2O1,1,/
C[C@@H]1CN([C@@H](C)CO)C(=O)c2cc(NS(=O)(=O)c3cn(C)cn3)ccc2O[C@H]1CN(C)S(C)(=O)=O,5,/
CCCN(C)C[C@H]1OCCCC[C@@H](C)Oc2ccc(NC(=O)C3CCCCC3)cc2C(=O)N([C@H](C)CO)C[C@@H]1C,1,/
CC(C)C(C(=O)O)N1C(=O)/C(=C/c2ccc(Br)cc2)SC1=S (configuration not stated),2,6
C=C[C@@]1(C)CCC2=C(C1)C(=O)CC1[C@](C)(C(=O)O)CCC[C@]21C (some centres not stated),-2,-21
Cc1ccc(NC(=O)CSC2CC(=O)N(c3ccc(F)cc3)C2=O)cc1Cl (configuration not stated),-1,-6
Cn1c(=O)[nH]c(=O)c2c1ncn2CC(=O)NCc1ccco1,-4,-4
C[C@H](CO)N1C[C@H](C)[C@@H](CN(C)Cc2ccc(Cl)c(Cl)c2)Oc2ccc(NC(=O)CCCN(C)C)cc2C1=O,1,/
C[C@H]1CN([C@@H](C)CO)C(=O)c2cc(NS(=O)(=O)c3ccccc3)ccc2O[C@H]1CN(C)S(=O)(=O)c1cn(C)cn1,-1,/
CCOC(=O)CC1C(=O)NCCN1C(=O)c1sc2ccccc2c1Cl (configuration not stated),-6,-12
O=C(Nc1cccs1)Nc1nnc(C2CC2)s1,/,4
COc1ccc(S(=O)(=O)N(C)CC(=O)N2CCOCC2)cc1OC,-2,-1
CCOC(=O)c1c(CSc2cccc3cccnc23)nc2c3ccccc3ccn12,?,?
C[C@@H]1CN([C@H](C)CO)C(=O)Cc2cc(NS(=O)(=O)c3ccccc3)ccc2O[C@H]1CN(C)Cc1ccc(Cl)c(Cl)c1,8,6
COCC#Cc1cnc2c(c1)C(=O)N([C@H](C)CO)C[C@@H](C)[C@@H](CN(C)Cc1ccccc1F)O2,/,10
COc1ccc(NC(=O)Nc2ccc3c(c2)CC(=O)N([C@@H](C)CO)C[C@@H](C)[C@H](CN(C)CC2CC2)O3)cc1,/,-1
CC(C)CC#Cc1ccc2c(c1)O[C@H](CN(C)C(=O)Cc1ccccn1)[C@H](C)CN([C@H](C)CO)S2(=O)=O,/,-14
Cn1c(=O)c2c(ncn2CC(=O)NCc2ccccc2Cl)n(C)c1=O,?,11
Cc1ccc(S(=O)(=O)N(C)C[C@@H]2Oc3ccc(NS(=O)(=O)c4c(C)noc4C)cc3CC(=O)N([C@@H](C)CO)C[C@@H]2C)cc1,1,/
Cc1ccc(NC(=O)CC2NCCNC2=O)cc1C (configuration not stated),-3,5
Cc1cccc(OCC(=O)Nc2cccc(-c3nc4ccccc4s3)c2)c1,1,59*
COC(=O)Nc1nc2ccc(SC(C)C)cc2[nH]1,-9,-16
C[C@H](CO)N1C[C@H](C)[C@@H](CN(C)Cc2ccncc2)Oc2c(NS(C)(=O)=O)cccc2C1=O,/,-1
C[C@@H]1CCCCO[C@@H](CN(C)Cc2ccccc2)[C@@H](C)CN([C@@H](C)CO)C(=O)c2cc(NS(=O)(=O)c3cccs3)ccc2O1,/,-9
C[C@@H]1CCCCO[C@@H](CN(C)C(=O)CCCN(C)C)[C@H](C)CN([C@@H](C)CO)C(=O)c2cc(NS(=O)(=O)c3ccccc3)ccc2O1,/,2
CC(C)c1ncc2c(n1)-c1cc(Cl)ccc1SC2,/,5
C[C@@H]1CN([C@@H](C)CO)C(=O)c2cc(NS(=O)(=O)c3ccc(Cl)cc3)ccc2O[C@@H]1CN(C)CC1CCCCC1,-1,/
C[C@@H]1CCCCO[C@H](CN(C)C(=O)Nc2ccc3c(c2)OCO3)[C@@H](C)CN([C@H](C)CO)C(=O)c2cc(NS(=O)(=O)c3ccc(F)cc3)ccc2O1,4,/
Cc1ccc(S(=O)(=O)Nc2ccc3c(c2)C(=O)N([C@@H](C)CO)C[C@H](C)[C@@H](CN(C)CC2CC2)OCCCC[C@H](C)O3)cc1,/,0
Cc1cc(C(=O)Sc2cccc(C(F)(F)F)c2)nn1C(C)(C)C,-2,/
Cc1ccc(OCC(=O)Nc2cccc(-c3nc4cc(Cl)ccc4o3)c2C)c(C)c1,-3,10
Cc1ccc(S(=O)(=O)Nc2ccc3c(c2)C(=O)N([C@@H](C)CO)C[C@H](C)[C@@H](CN(C)Cc2ccc(Oc4ccccc4)cc2)O3)cc1,3,/
C[C@@H]1CN([C@@H](C)CO)C(=O)Cc2cc(NS(=O)(=O)c3ccc(F)cc3)ccc2O[C@@H]1CN(C)S(=O)(=O)c1ccc(F)cc1,-2,-4

# Retrieved by structure from the list above (3):
Compound,STK33 kin inh,p53 PUMA act
Cc1ccc(OCC(=O)Nc2cccc(-c3nc4cc(Cl)ccc4o3)c2C)c(C)c1,-3,10
C[C@@H]1CCCCO[C@H](CN(C)C(=O)Nc2ccc3c(c2)OCO3)[C@@H](C)CN([C@H](C)CO)C(=O)c2cc(NS(=O)(=O)c3ccc(F)cc3)ccc2O1,4,/
CC(C)c1ncc2c(n1)-c1cc(Cl)ccc1SC2,/,5

# Next part.
Compound,STK33 kin inh,p53 PUMA act
COc1ccc(N(CC(=O)Nc2ccccc2F)S(C)(=O)=O)cc1Cl,-1,-9
C[C@H](CO)N1C[C@H](C)[C@H](CN(C)S(C)(=O)=O)Oc2ccc(NC(=O)Nc3ccccc3)cc2CC1=O,1,/
COc1ccc(NC(=O)Nc2ccc3c(c2)CC(=O)N([C@@H](C)CO)C[C@@H](C)[C@H](CN(C)C)O3)cc1,/,5
Cc1noc(C)c1NC(=O)N(C)C[C@H]1Oc2c(NC(=O)Nc3cccc4ccccc34)cccc2C(=O)N([C@@H](C)CO)C[C@@H]1C,/,-4
C[C@H](CO)N1C[C@H](C)[C@@H](CN(C)C(=O)c2ccccc2)OCCCC[C@H](C)Oc2ccc(NS(=O)(=O)c3cn(C)cn3)cc2C1=O,/,-1
COc1ccc(CN(C)C[C@H]2OCCCC[C@@H](C)Oc3ccc(NC(=O)Nc4c(C)noc4C)cc3C(=O)N([C@@H](C)CO)C[C@@H]2C)cc1,/,2
O=C(COc1ccccc1Cl)NCc1ccco1,6,21
C[C@@H]1CN([C@@H](C)CO)C(=O)c2cc(NS(=O)(=O)c3ccc(Cl)cc3)ccc2O[C@@H]1CN(C)Cc1ccncc1,2,/
CC1(O)CC(=O)c2c(ccc3c2C(=O)c2cccc(O)c2C3=O)C1 (configuration not stated),1,-18
Cc1noc(C)c1S(=O)(=O)N(C)C[C@H]1OCCCC[C@@H](C)Oc2ccc(NC(=O)Nc3ccc4c(c3)OCO4)cc2C(=O)N([C@H](C)CO)C[C@@H]1C,-4,/
COC(=O)c1ccccc1NC(=O)c1ccc(NC(=O)COc2ccccc2)cc1,0,11
CCC(SC1=NCCS1)C(=O)Nc1ccc(NC(C)=O)cc1 (configuration not stated),5,-1
Cc1ccc(S(=O)(=O)N(C)C[C@@H]2Oc3ncc(-c4ccccc4)cc3C(=O)N([C@H](C)CO)C[C@@H]2C)cc1,-1,/
C[C@@H]1CN([C@H](C)CO)C(=O)c2cc(NC(=O)Nc3cccc4ccccc34)ccc2O[C@@H]1CN(C)C,/,0
C[C@@H]1CN([C@H](C)CO)C(=O)Cc2cc(NS(=O)(=O)c3ccc(F)cc3)ccc2O[C@@H]1CN(C)S(=O)(=O)c1ccccc1,-1,/
CCOC(=O)c1cnc(S/C=C/C(=O)c2ccc(C)cc2)nc1N,2,/
C[C@@H]1CN([C@@H](C)CO)C(=O)CCCn2cc(nn2)CO[C@H]1CN(C)Cc1cccc(C(F)(F)F)c1,-6,/
C[C@@H]1CCCCO[C@H](CN(C)C(=O)Nc2ccc3c(c2)OCO3)[C@@H](C)CN([C@H](C)CO)C(=O)c2cc(NS(C)(=O)=O)ccc2O1,-1,8
Cc1ccc(Nc2nc(N)nc(CN3CCN(C(c4ccccc4)c4ccccc4)CC3)n2)cc1,6,-3
Cc1noc(C)c1NC(=O)N(C)C[C@H]1Oc2c(NS(=O)(=O)c3ccccc3)cccc2C(=O)N([C@H](C)CO)C[C@@H]1C,/,2
Cn1c(SCCCN2C(=O)c3cccc4cccc(c34)C2=O)nnc1-c1ccncc1,-3,49
O=C(COc1ccccc1[N+](=O)[O-])Nc1ccc2oc(-c3ccc(Br)cc3)nc2c1,5,-21
CC(C)NC(=O)Nc1ccc2c(c1)C(=O)N([C@@H](C)CO)C[C@H](C)[C@@H](CN(C)C)OCCCC[C@H](C)O2,/,20
COc1ccc(OC(=O)N(C)C[C@H]2OCc3cn(nn3)CCCC(=O)N([C@H](C)CO)C[C@@H]2C)cc1,0,/
Cc1cccc(-c2nnc(SCC(=O)Nc3cc(F)ccc3C)n2-c2ccccc2)c1,3,2
CCOC(=O)c1sc(NC(=S)N2CCN(c3ncccn3)CC2)c(C(=O)OCC)c1C,-1,7
C[C@@H]1CCCCO[C@@H](CN(C)S(=O)(=O)c2ccccc2)[C@@H](C)CN([C@@H](C)CO)C(=O)c2cc(NC(=O)c3ccncc3)ccc2O1,/,8
COc1ccc(N(C(C)C(=O)Nc2ccc(Cl)cc2)S(C)(=O)=O)cc1 (configuration not stated),0,-4

# A portion of the library; count on the stated rates, not on these rows.
